# Jurkat NFkB inh: lowers PMA/ionomycin-induced NF-kB signal in Jurkat cells; PMA/ionomycin-induced NF-kB luciferase reporter, luminescence; inhibition, % at 4 µM; 330,000 compounds, 0.53% hits; in the data active = inhibition above about 50%
# UBC13 inh: human UBC13 polyubiquitination inhibition; P61088; inhibition, % at 20 µM; 330,000 compounds, 0.47% hits; UBC13 polyubiquitin chain formation, TR-FRET; in the data active = inhibition above about 45%, passing the limit was not always enough; inconclusive = no clear call, values can overlap the other calls
# Target sequence (P61088 whole entry, looked up): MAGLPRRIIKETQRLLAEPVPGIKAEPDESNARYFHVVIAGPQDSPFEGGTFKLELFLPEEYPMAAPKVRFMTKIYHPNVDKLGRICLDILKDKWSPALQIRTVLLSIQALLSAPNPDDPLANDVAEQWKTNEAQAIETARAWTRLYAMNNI
# 697 NFkB inh: inhibitors of the PMA/ionomycin-induced NF-kB reporter in 697 B cells. AID 435022. 330,000 compounds, 0.33% hits. 697 B-cell NF-kB luciferase reporter, 16 h. inhibition, % at 4 µM; in the data active = inhibition above about 35%
# APJ antag: antagonists of human APJ apelin receptor | P35414 | CHO-K1 APJ beta-arrestin complementation, luminescence | inhibition, % at 20 µM | 330,000 compounds, 0.32% hits | AID 2521;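 active = inhibition above about 40% at 20 µM, limit read from the data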;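 also: cells challenged with 10 nM apelin-13 agonist together with compound; plate controls were apelin-13 plus DMSO wells for no effect and DMSO wells lacking apelin-13 for full effect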
# Gli-Sufu antag: blocks Gli-Sufu signaling in a luciferase reporter; inhibition, % at 5 µM; 340,000 compounds, 0.74% hits; AID 588413; Sufu-KO-LIGHT fibroblasts, Gli luciferase reporter luminescence;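 active = inhibition above about 55%, limit read from the data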;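 also: 0% = DMSO-treated cells and 100% = wells with medium but no cells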
# CXCR6 inh: blocks human CXCR6 beta-arrestin recruitment. O00574. AID 602244. inhibition, % at 20 µM. 360,000 compounds, 0.36% hits. CHO-K1 PathHunter CXCR6 beta-arrestin, luminescence; in the data active = inhibition above about 34%, passing the limit was not always enough;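 also: antagonist mode with CXCL16 agonist at 10 nM final; 0% = 10 nM CXCL16 with DMSO and 100% = unstimulated wells without agonist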
# Target sequence (O00574 whole entry, looked up): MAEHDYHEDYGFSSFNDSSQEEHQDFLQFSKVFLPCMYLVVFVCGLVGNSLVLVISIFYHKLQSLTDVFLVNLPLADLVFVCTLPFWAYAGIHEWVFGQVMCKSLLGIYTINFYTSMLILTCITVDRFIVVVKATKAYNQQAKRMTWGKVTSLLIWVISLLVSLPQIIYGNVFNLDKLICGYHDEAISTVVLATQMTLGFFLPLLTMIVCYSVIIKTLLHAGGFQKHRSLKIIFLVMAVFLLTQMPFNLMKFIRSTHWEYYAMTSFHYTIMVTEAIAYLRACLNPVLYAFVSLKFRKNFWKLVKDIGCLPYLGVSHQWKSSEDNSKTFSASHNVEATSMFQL
# CCR6 antagonist: antagonists of human CCR6 receptor. P51684. CHO-K1 CCR6 PathHunter beta-arrestin, luminescence, CCL20-stimulated. inhibition, % at 20 µM. 340,000 compounds, 0.49% hits. AID 493098;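 active = compounds whose inhibition of the agonist-driven luminescence signal at 20 µM reaches about 50%, limit read from the data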;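 also: cells stimulated with CCL20 at 14 nM final; plate controls were DMSO with CCL20 for no effect and DMSO without agonist for full effect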
# EBI2 block: EBI2 (human) antagonism. EBI2 beta-arrestin recruitment, luminescence, 7a,25-OHC stimulated. inhibition, % at 5 µM. 360,000 compounds, 0.81% hits. AID 651636; in the data active = inhibition above about 38%;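 also: enzyme fragment complementation signal reports receptor beta-arrestin coupling in cells; 0% = agonist plus DMSO wells and 100% = wells without agonist; some results beyond the cut were filed as inactive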
# Target sequence (P32249 whole entry, looked up, the tested form may be a part): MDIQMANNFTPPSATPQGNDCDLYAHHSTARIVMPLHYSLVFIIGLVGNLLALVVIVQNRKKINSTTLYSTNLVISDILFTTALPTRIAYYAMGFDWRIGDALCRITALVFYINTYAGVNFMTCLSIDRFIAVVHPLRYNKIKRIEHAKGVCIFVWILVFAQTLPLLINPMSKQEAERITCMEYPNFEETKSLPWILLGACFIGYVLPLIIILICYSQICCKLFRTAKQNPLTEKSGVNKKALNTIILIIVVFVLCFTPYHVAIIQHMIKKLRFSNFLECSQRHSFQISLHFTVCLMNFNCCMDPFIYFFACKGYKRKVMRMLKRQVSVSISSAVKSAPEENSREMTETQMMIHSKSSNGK
# Starred values were filed as active, the others as inactive; u = inconclusive; x = no result given.
canonical_smiles	UBC13 inh	APJ antag	697 NFkB inh	CCR6 antagonist	Jurkat NFkB inh	EBI2 block	Gli-Sufu antag	CXCR6 inh
CC(Oc1ccccc1F)C(=O)NNC(=O)CCNC(=O)c1ccccc1Cl (stereo unspecified)	2	-4	2	2	1	4	-1	-1
Cc1cccc(NC(=S)NCCc2ccc(Cl)cc2)c1C	-1	12	5	2	-2	8	14	10
Cc1ccc(S(=O)(=O)N/N=C/c2c(F)cccc2Cl)cc1	-6	9	4	17	0	-5	-5	11
COc1ccc(S(=O)(=O)N2CCN(Cc3cccnc3)CC2)cc1	4	21	22	3	8	6	-10	0
CC(=O)N(C)c1ccc(N2CCOCC2)c2c1C(=O)c1ccccc1C2=O	-69	-6	2	2	-1	-7	38	-3
CC(C)(C(N)=O)c1ccccc1	-4	22	14	1	13	2	-12	-5
CCOc1ccc(OCCn2nnc3ccccc3c2=O)cc1	16	-9	-79	9	-95	-3	-71	6
Cc1ccc(NC(=O)CN2C(=O)S/C(=C\c3cccn3C)C2=O)cc1	0	3	2	12	0	12	0	0
c1ccc(Cn2nnnc2CN2CCOCC2)cc1	-9	0	-18	1	-21	-2	1	-2
CCOC(=O)c1c(C)[nH]c(C)c1C(=O)CSc1nc2ccccc2[nH]1	12	8	13	2	0	3	-11	-6
CCCCCCCN1CCN=C1Nc1ccccc1	5	14	5	12	17	-10	9	-3
O=[N+]([O-])c1ccc2ncnc(Nc3ccc4c(c3)OCCO4)c2c1	4	-26	18	-6	5	-8	x	-9
CC(=O)Nc1ncc(Cc2cccc(Cl)c2Cl)s1	2	9	16	16	4	-2	-1	-10
CC(=O)N1N=C(c2c(-c3ccccc3)c3cc(Br)ccc3[nH]c2=O)CC1c1ccco1 (stereo unspecified)	6	3	24	8	5	10	6	4
CCOC(=O)c1sc2nc(CSc3ccccc3)nc(NCCN(C)C)c2c1C	12	-2	1	17	1	5	16	-1
Cc1ccc(SCC(=O)O/N=C(\N)c2ccncc2)cc1	-3	9	-1	-11	-19	0	-2	-12
COc1c(/C=N/Nc2nc(N3CCCCC3)nc(N3CCCCC3)n2)cccc1[N+](=O)[O-]	-10	-3	-2	3	-4	9	42	2
Fc1cccc(-c2cc3nc(-c4ccccc4)cc(N4CCC5(CC4)OCCO5)n3n2)c1	u	-13	2	-22	11	-4	4	-9
C(/C=C/c1ccccn1)=C\c1ccccc1	2	11	-215	6	-92	17	-73	-9
O=C(c1ccccc1)c1ccccc1N/C=C/c1nnnn1-c1ccccc1	-4	-2	-16	16	-6	17	10	13
O=C(Nc1nc2ccccc2s1)C1CC(=O)N(c2ccc(Cl)cc2)C1 (stereo unspecified)	18	6	13	8	1	-2	-6	2
N#C/C(C(=O)Nc1ccc(Cl)cc1)=C(/S)Nc1ccccc1	-22	0	-16	8	-18	57*	-10	1
Cc1n[nH]c(C)c1S(=O)(=O)N1CCCC(C(=O)NCc2cccs2)C1 (stereo unspecified)	-3	-6	-8	6	-8	-7	-2	6
C=CCOC(=O)C1=C[C@@H](c2ccc(Br)cc2)C[C@@H](OCCCCO)O1	-1	8	15	4	1	-2	-10	3
CCCCn1c(N)c(N(CC(C)C)C(=O)CSCC(=O)Nc2ccc(C)cc2)c(=O)[nH]c1=O	-4	6	2	-1	4	-3	3	4
COCCn1c(SC(C)C(=O)NCC2CCCO2)nc2scc(-c3ccc(F)cc3)c2c1=O (stereo unspecified)	-2	-36	-5	8	1	7	11	2
Cc1cc(N)n(-c2ccc(C)c(C)c2)n1	-1	4	-15	-5	-26	4	-10	-2
Cc1ccc(N2C(=O)CCC2(C#N)c2ccccc2)cc1 (stereo unspecified)	-8	16	-4	4	-2	-13	-4	2
O=C(Nc1nccs1)c1cccc(S(=O)(=O)N2CCOCC2)c1	-2	1	0	8	-8	-3	2	-7
COCCCNC(=O)c1c[nH]c2ccc(S(=O)(=O)N3CCc4ccccc43)cc2c1=O	-12	-7	-3	5	14	-3	8	1
CC(C)(C)S(=O)(=O)N1C[C@@H]2CC/C=C\C/C=C\2[C@H]1CCO	x	x	x	0	x	6	3	-6
CC(=O)Oc1ccc2c(c1)OC(c1ccccc1)CC21CC(C)(C)NC(=O)N1 (stereo unspecified)	2	-32	17	0	-7	0	-4	-7
COc1ccc(C)cc1Nc1n[n+](-c2ccccc2)c(-c2ccc(SC)cc2)s1	20	5	0	9	-66	10	17	8
c1csc(C2Nc3cccc4cccc(c34)N2)c1	-53	-12	4	0	0	-6	35	9
Cc1ccc(C)c(N2CCN(C(=O)C3CCN(c4nnc(N5CCCC5=O)s4)CC3)CC2)c1	-8	-15	-37	-5	15	-4	-9	1
CC1CC(C(O)c2ccccn2)C(=O)C(C(O)c2ccccn2)C1 (stereo unspecified)	x	x	x	-2	x	-6	1	0
CCN(CC)S(=O)(=O)c1ccc2oc(C(=O)O)c(C)c2c1	-1	-19	0	0	-8	0	1	-2
COCCNC(=O)C(c1ccc(C)cc1)N(C(=O)CCC(=O)Nc1ccccn1)c1ccc(C)cc1 (stereo unspecified)	12	16	5	9	7	8	-12	-2
CCn1c(/C=C/c2cc[n+](C)cc2)nc2ccccc21	5	-1	1	-5	8	8	-1	4
CC1=C(C(=O)Nc2ccccn2)C(c2ccccc2Cl)NC(=S)N1 (stereo unspecified)	2	9	-2	17	-42	5	-3	-10
CCN(CC)C(=O)Cn1c(=O)n(CC(=O)N2CCCCC2)c(=O)c2sccc21	0	26	16	10	-5	4	-6	0
O=C(NCc1ccccc1)NC1(C(=O)N2CCN3CCCC3C2)CCCCC1 (stereo unspecified)	1	13	15	6	14	-4	-1	-5
CC(=O)N1CC(C)Sc2ccc(S(=O)(=O)NCCc3cccc(C)c3)cc21 (stereo unspecified)	-4	-2	-8	-8	12	-2	7	-4
CCCCCCNC(=O)c1ccc(Br)o1	2	5	-10	9	-8	-20	-11	1
COc1ccc(OC)c(-c2c(C#N)c(N)nc3c2c(=O)nc2sccn23)c1	-12	-14	7	10	2	0	1	2
CSc1nnc(-c2cc3ccccc3cc2O)n1C	16	-11	11	33	8	5	5	-1
Cc1cccc(N2C(=O)C3CCCN3C2=S)c1C (stereo unspecified)	-4	-13	9	15	-11	-1	-2	4
O=S(=O)(c1ccc(Br)cc1)c1nc(-c2ccccc2)oc1N1CCOCC1	-4	-6	2	13	-1	5	8	7
O=C(COc1ccccc1C(=O)O)NC1CCCc2ccccc21 (stereo unspecified)	5	-4	12	6	2	-1	-15	4
N#Cc1c(Nc2cccc(F)c2)sc2c(O)cc(=O)[nH]c12	-17	29	-3	-5	-10	-3	-3	1
Cc1cc(SCc2cccc([N+](=O)[O-])c2)nc(=O)[nH]1	-12	-6	-42	3	-18	3	0	1
CCN1CCN(C(c2cccnc2)c2c(NC(=O)c3ccco3)sc(C)c2C)CC1 (stereo unspecified)	7	1	0	12	24	-1	1	-4
O=c1oc2ccccc2c(N2CCCC2)c1[N+](=O)[O-]	-8	10	-3	-22	13	1	-1	2
CC(C)Oc1ccc(C(=O)NC2CCSc3ccccc32)cc1 (stereo unspecified)	-7	1	-1	-5	17	-4	-7	-5
Cc1ccccc1NC(=S)NCC1CCC(CNC(=S)Nc2ccccc2C)CC1 (stereo unspecified)	3	4	7	6	22	-3	5	14
O=C1C=C(c2cnc3ccccc3c2)C[C@@H](c2ccc3c(c2)OCO3)C1	-6	12	5	19	3	40	-7	2
COc1cc(/C=N/NC(=S)NC2CC3CCC2C3)ccc1O (stereo unspecified)	8	1	-21	12	0	28	-8	-2
CC(C)c1ccc(/C=C2\SC(=S)N(CCC(=O)N3CCCCC3CCO)C2=O)cc1 (stereo unspecified)	7	-11	70*	4	6	5	20	1
CC(C)(CN1CCOCC1)NS(=O)(=O)c1ccccc1	0	1	-12	-1	5	-8	17	0
CC(C)(O)C#Cc1ccc(C(=O)NC(CCCNC(N)=O)C(=O)O)s1 (stereo unspecified)	2	-3	30	2	-5	1	6	2

# Some values from the entries so far:
# Jurkat NFkB inh, Cc1cc(SCc2cccc([N+](=O)[O-])c2)nc(=O)[nH]1 stands at -18
# Gli-Sufu antag, O=C(COc1ccccc1C(=O)O)NC1CCCc2ccccc21 (stereo unspecified) stands at -15
# UBC13 inh, O=C(NCc1ccccc1)NC1(C(=O)N2CCN3CCCC3C2)CCCCC1 (stereo unspecified) stands at 1

# With a hit mark in EBI2 block (from the list above):
canonical_smiles | UBC13 inh | APJ antag | 697 NFkB inh | CCR6 antagonist | Jurkat NFkB inh | EBI2 block | CXCR6 inh
N#C/C(C(=O)Nc1ccc(Cl)cc1)=C(/S)Nc1ccccc1 | -22 | 0 | -16 | 8 | -18 | 57* | 1

# Carrying on:
canonical_smiles	UBC13 inh	APJ antag	697 NFkB inh	CCR6 antagonist	Jurkat NFkB inh	EBI2 block	Gli-Sufu antag	CXCR6 inh
O=C(CCCCCn1c(=S)[nH]c2ccc(N3CCOCC3)cc2c1=O)NCc1ccc2c(c1)OCO2	12	-32	-56	0	-11	8	1	-4
Cc1ccc[n+](CC(=O)Nc2ccc(N(C)C)cc2)c1	-5	1	-12	-7	2	-3	-3	3
COCCN1C(=O)C(=O)/C(=C(/O)c2ccc(S(=O)(=O)N3CCOCC3)cc2)C1c1ccc(O)cc1 (stereo unspecified)	0	5	29	13	-11	-13	5	-1
O=C(COC(=O)/C(=C/c1cccs1)c1cccs1)NCc1ccccc1Cl	0	14	6	26	4	13	-3	-4
Cn1c2c(c(=O)n(C)c1=O)C(c1ccccc1F)C(C#N)=C(N)O2 (stereo unspecified)	7	10	2	11	18	-17	1	-1
CN(C(=O)c1cccc(N2C(=O)C3C4C=CC(C4)C3C2=O)c1)C1CCCCC1 (stereo unspecified)	-5	14	-10	4	10	-6	-3	-4
CCOc1ccc(N(CC(=O)NCc2ccccc2OC)S(C)(=O)=O)cc1	4	1	3	9	-10	-10	-32	-3
Nc1nc(SCC(=O)NCCN2CCOCC2)nc2sc3c(c12)CCC3	7	6	10	6	-1	0	3	7
Cc1cc(NC(=O)CCC(=O)N(Cc2ccco2)C(C(=O)NC2CCCC2)c2ccccc2F)no1 (stereo unspecified)	-3	31	23	12	23	-7	-7	8
COc1ccc(C(=O)Oc2ccc(C(=S)N3CCOCC3)cc2)cc1	-12	10	4	8	2	1	-4	-4
CCCN(CCC)Cc1c(C(=O)N/N=C/c2ccco2)nnn1-c1nonc1N	-5	5	-5	18	10	11	4	5
CC1Cc2cc(/C(O)=C3/C(=O)C(=O)N(CCCn4ccnc4)C3c3ccc([N+](=O)[O-])cc3)ccc2O1 (stereo unspecified)	x	x	x	7	x	4	4	-5
O=C(COC(=O)c1cccc([N+](=O)[O-])c1)c1ccc2c(c1)OCO2	-1	-19	-10	x	14	x	x	x
O=C(COC(=O)CSc1ccc2ccccc2c1)Nc1ccccc1OC(F)F	5	-9	-2	1	-24	-7	1	-6
O=C1S/C(=C\c2ccccc2)C(=O)N1CC(O)Cn1c2ccccc2c2ccccc21 (stereo unspecified)	x	x	x	15	x	-4	49	10
COc1ccc(S(=O)(=O)N2CCc3ccccc32)cc1C(=O)N1CCN(C=O)CC1	6	24	13	14	-2	8	-1	5
Cc1c(Br)c([N+](=O)[O-])nn1CCCC(=O)Nc1sc2c(c1C#N)CCC2	28	-4	-5	13	12	2	4	-2
Cc1nc2ccc(NC(=O)c3c(-c4ccccc4)noc3C)cc2s1	0	14	-14	34	-7	-13	-1	4
CCOC(=O)c1sc(=NC(=O)/C=C/c2cccs2)n(C)c1C	6	10	-95	7	-117	-3	-81	5
COc1ccccc1CCC(=O)Oc1ccc(C#N)cc1OC	-3	16	-4	7	10	-11	-17	-1

# A second format for part of the listing above:
Cc1c(Br)c([N+](=O)[O-])nn1CCCC(=O)Nc1sc2c(c1C#N)CCC2
  UBC13 inh: 28
  APJ antag: -4
  697 NFkB inh: -5
  CCR6 antagonist: 13
  Jurkat NFkB inh: 12
  EBI2 block: 2
  Gli-Sufu antag: 4
  CXCR6 inh: -2

Cn1c2c(c(=O)n(C)c1=O)C(c1ccccc1F)C(C#N)=C(N)O2 (stereo unspecified)
  UBC13 inh: 7
  APJ antag: 10
  697 NFkB inh: 2
  CCR6 antagonist: 11
  Jurkat NFkB inh: 18
  EBI2 block: -17
  Gli-Sufu antag: 1
  CXCR6 inh: -1

# Source: PubChem BioAssay (Sanford-Burnham Center for Chemical Genomics)
